XiGFP reactiv: reactivates the inactive X chromosome in mouse fibroblasts; XiGFP mouse fibroblasts, % GFP-positive cells imaging, 3 d; cells co-treated with 5-aza-dC sensitizer; scaled so ellipticine positive control = 100%; activation, % at 7.58 µM; 360,000 tested, 0.055% active; AID 743238;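 active = mean normalized replicate activation at least 10% and every replicate at or above 10%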;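 note: 0% = median of on-plate neutral control wells and 100% = ellipticine 6 µM median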
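System: XiGFP fibroblasts, SV40-immortalized. Medium: DMEM plus 5-aza-dC sensitizer. Doses: single point. Timing: 3 d treatment, 15 min room-temperature fixation. Control set: ellipticine 6 µM.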
esBAF inh: blocks esBAF chromatin remodeling in mouse ES cells; Bmi1-luciferase knock-in reporter, 24 h; 100% = twice the neutral-well signal; reporter increase, % at 12.5 µM; 350,000 tested, 2% active; AID 602393; in the data active = activation above about 40%;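 note: 0% = median of the plate's neutral control wells and 100% = double that signal; a rise in the Bmi1 reporter signal indicates esBAF inhibition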
RAD52 inh: blocks human RAD52 DNA annealing | P43351 | recombinant RAD52 DNA annealing, FRET fluorescence | inhibition, % at 18.7 µM | 360,000 tested, 0.46% active | AID 651710;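 active = every replicate showing at least 50% inhibition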
INS-1E GSIS act: primary screen for activators of insulin secretion dependent on glucose, INS-1E cells, GLuc reporter luminescence | 370,000 tested, 0.61% active | AID 743287 | INS-1E GLuc reporter insulin secretion, 2-3 h | activation, % at 16.6 µM;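 active = lowest replicate activation of at least 40%, so every replicate reaches that level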;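 note: 0% = median of neutral control wells and 100% = median of IBMX positive control wells; some compounds called inactive have numbers as strong as hits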
RAD54 inh: blocks human RAD54 Holliday junction branch migration. Q92698. FAM/BHQ fluorescence. inhibition, % at 10.4 µM. 360,000 tested, 0.14% active. AID 602329;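 active = mean normalized replicate activity at least 40 and at least half of replicates scoring 40 or more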;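 note: 0% = median of neutral control wells and 100% = median of positive control wells; inhibitors cause a drop in the FAM fluorescence signal; in these data hits start at about 50%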
Target sequence (Q92698 whole entry, looked up): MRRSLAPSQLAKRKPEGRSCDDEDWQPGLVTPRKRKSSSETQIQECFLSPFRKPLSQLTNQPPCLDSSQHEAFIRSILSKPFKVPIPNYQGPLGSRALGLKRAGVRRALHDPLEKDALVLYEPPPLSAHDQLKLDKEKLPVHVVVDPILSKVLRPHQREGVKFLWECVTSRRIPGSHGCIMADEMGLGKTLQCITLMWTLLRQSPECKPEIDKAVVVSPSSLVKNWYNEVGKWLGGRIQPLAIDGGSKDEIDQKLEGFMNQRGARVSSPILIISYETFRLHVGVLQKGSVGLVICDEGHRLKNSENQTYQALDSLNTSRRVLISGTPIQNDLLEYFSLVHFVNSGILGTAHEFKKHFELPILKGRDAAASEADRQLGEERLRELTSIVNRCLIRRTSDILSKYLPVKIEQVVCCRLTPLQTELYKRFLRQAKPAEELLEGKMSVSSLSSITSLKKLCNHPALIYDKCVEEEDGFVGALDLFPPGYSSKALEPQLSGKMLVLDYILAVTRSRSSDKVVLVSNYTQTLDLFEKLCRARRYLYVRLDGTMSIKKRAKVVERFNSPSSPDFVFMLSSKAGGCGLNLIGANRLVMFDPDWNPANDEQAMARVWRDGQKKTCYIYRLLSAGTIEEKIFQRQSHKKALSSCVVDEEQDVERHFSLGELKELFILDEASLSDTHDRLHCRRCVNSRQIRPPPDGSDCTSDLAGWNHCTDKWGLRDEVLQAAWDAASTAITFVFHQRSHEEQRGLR
ARNT-TACC3 inh: ARNT/TACC3 interaction disruption. Q9Y6A5. AlphaScreen His-ARNT PAS-B/GST-TACC3 binding, luminescence; TACC3 fragment carries E629A point mutation. inhibition, % at 9.99 µM. 390,000 tested, 0.66% active. AID 623870;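 active = mean inhibition of replicates at least 50% and at least half of replicates each reaching 50%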;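 note: 0% = complete ARNT plus TACC3 wells and 100% = ARNT alone without TACC3; many hits fall short of the cut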
ERAP1 inh: inhibitors of human ERAP1 aminopeptidase. Q9NZ08. recombinant ERAP1, Leu-AMC fluorescence, 60 min. inhibition, % at 10.7 µM. 340,000 tested, 0.15% active. AID 652197;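 active = mean replicate inhibition of at least 30%, or all replicates individually reaching that 30% level; inactive = mean below 30% and not every replicate reaching it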;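 note: 0% = neutral control wells and 100% = L-leucinethiol positive control wells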
F508del corr: correctors of CFTR F508del function in bronchial epithelial cells; CFBE cells, YFP halide quenching; stimulated with forskolin plus potentiator P3; % fluorescence drop versus neutral controls; activity (quench increase), % at 7.58 µM; 350,000 tested, 0.36% active; AID 720511;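 active = mean added fluorescence quench of at least 8% versus neutral control, with both replicates also reaching 8%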;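 note: cells transiently co-express mutant CFTR-F508del with the halide-sensitive YFP; corrector assay measuring rescue of mutant channel to the surface after 24 h compound exposure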
The depositor's hits bear a star; i = inactive; · = no result given.

SMILES	XiGFP reactiv	esBAF inh	RAD52 inh	INS-1E GSIS act	RAD54 inh	ARNT-TACC3 inh	ERAP1 inh	F508del corr
O=C1NC(=O)C2(Cc3ccccc3N3CCOCC32)C(=O)N1c1ccccc1 (centres undefined)	·	-4.1	-4.8	-12.0	4.9	-16.0	4.7	-0.3
C=CCn1c(O)c(/C=N/N2CCCCC2)c(=O)[nH]c1=O	-0.1	-7.5	-10.7	-8.2	-16.5	-2.0	·	3.2
CCN(CC)c1ccc(N=Cc2c(O)n(CCC3=CCCCC3)c(=O)[nH]c2=O)cc1	·	-2.6	-143.7	·	-17.9	-2.6	5.5	·
CCOc1ccc(N=Cc2c(O)n(Cc3ccccc3)c(=S)[nH]c2=O)cc1	0.1	·	-49.6	16.9	·	14.8	2.1	2.0
C=CC(=O)OCCO	-0.1	3.1	-5.1	0.4	-1.7	-6.5	3.6	-1.9
C/C=C/c1ccc([C@H]2[C@@H](CO)N3CCCCN(C(=O)Cc4ccncc4)C[C@H]23)cc1	0.0	-5.2	-20.9	10.4	-12.2	3.4	3.6	-0.1
COc1ccc(CN2CCN(Cc3ccccc3OC)CC2)cc1	0.2	-0.1	-9.8	-5.5	-6.6	-10.3	8.1	2.5
Nc1ccc(-c2ccccc2)cc1	0.0	9.7	-5.6	36.0	-13.1	3.9	2.3	-2.8
Fc1ccc(C2=CCN(C(c3ccc(Cl)cc3)c3nnnn3Cc3ccccc3)CC2)cc1 (centres undefined)	0.2	·	-26.9	-1.6	·	-0.7	11.4	·
COC/C=C1\CN2C3C[C@@H]1[C@H]1COC4=Nc5cc(OC)c(OC)c(OC)c5[C@@]43C[C@@H]12	·	-0.3	-3.1	5.4	4.8	1.7	·	0.8
COc1cccc(CNCCc2ccc(F)cc2)c1	0.0	-1.5	-10.6	6.2	-3.7	-2.8	-0.2	0.2
CCOC(=O)c1c(C)n(Cc2ccccc2)c2ccc(OCC(O)CNC(C)(C)C)cc12 (centres undefined)	0.0	-1.9	51.7*	18.2	21.5	15.2	1.2	2.5
Cc1ccccc1CN1CCNCC1	0.4	0.9	0.7	20.3	1.7	-3.3	6.2	0.2
O=C(NC1CCCCC1)N1C[C@H]2C[C@@H](C1)c1cccc(=O)n1C2	-0.1	4.1	-12.3	2.7	-0.2	31.9	-2.2	0.3
CCC(C)c1cnc(CC(C)C)c(=O)n1O (centres undefined)	·	1.6	-5.4	4.7	4.7	·	-2.0	2.3
CC(=O)OC1(c2ccccc2)CCN(C)C(C)C1C (centres undefined)	·	-2.8	·	-0.8	-0.9	-2.8	·	·
O=C(c1ccc(C(F)(F)F)cc1)C1CCCN(Cc2ccncc2)C1 (centres undefined)	-0.1	·	-19.2	-22.9	·	2.1	-4.9	0.7
O=[N+]([O-])c1ccc(N2CC2)c([N+](=O)[O-])c1	0.3	-3.6	-3.1	·	3.5	2.4	3.6	-1.2
CN/C=C(/Cl)P(=O)(OC(C)C)OC(C)C	0.4	·	-5.5	12.0	·	-1.3	-5.3	0.2
CN(C)CCN=Cc1c(O)n(-c2cccc3ccccc23)c(=O)[nH]c1=O	·	-7.0	-6.6	3.4	-1.8	6.2	5.8	1.7
Cc1ccc(/C=C2\C(=O)NC(=S)N(c3cccc(F)c3)C2=O)o1	-0.1	-4.9	-198.9	-8.6	-9.3	4.2	1.3	-2.7
O=C1Nc2cc(C(=O)N3CCC4(CC3)OCCO4)ccc2S/C1=C\c1ccccc1	0.0	-5.3	-55.8	2.2	-8.8	-14.5	2.6	2.1
O=C(O)[C@@H]1[C@@H](CO)[C@@H]2Cn3c(ccc(-c4ccncc4)c3=O)[C@H]1N2C(=O)C1CCCCC1	0.0	0.0	-58.7	14.8	-6.1	-1.9	1.3	0.9
COc1ccccc1CNCCc1cccc(Cl)c1	0.3	-15.8	-13.9	·	4.1	·	1.2	1.9
COC(=O)C1=C(c2ccc(Cl)c(C(F)(F)F)c2)C[C@@H]2CC[C@H]1N2C(=O)N1CCOCC1	0.0	2.6	-6.9	-32.0	1.7	-3.4	0.4	0.4
CCNC(=O)NNC(=O)C1CC(c2cccnc2)=NO1 (centres undefined)	0.5	-6.4	-10.9	1.5	-1.0	-3.4	-0.9	-4.0
CNC(=O)Oc1ccc(-c2cn3cc(C)ccc3n2)cc1	0.0	·	0.5	·	·	·	-3.5	0.4
Cc1ccc(N2C(=O)NC(=O)C(CCc3ccncc3)(Cc3cccc(Cl)c3Cl)C2=O)cc1 (centres undefined)	0.2	·	·	-11.2	0.8	-0.5	·	·
CC(C)C(=O)Nc1nnc(CCN(CCc2nnc(NC(=O)C(C)C)s2)[N+](=O)[O-])s1	0.0	0.7	-1.0	·	11.5	-2.5	0.9	-0.3
COC(=O)C1=C(c2ccc(-c3ccccc3)c(F)c2)C[C@@H]2CC[C@H]1N2C(=O)NCCO	0.6	1.2	-4.5	-1.3	-13.4	9.0	·	-1.9

Shown in CSV form: part of the list above.
canonical_smiles,XiGFP reactiv,esBAF inh,RAD52 inh,INS-1E GSIS act,RAD54 inh,ARNT-TACC3 inh,ERAP1 inh,F508del corr
CCNC(=O)NNC(=O)C1CC(c2cccnc2)=NO1 (centres undefined),0.5,-6.4,-10.9,1.5,-1.0,-3.4,-0.9,-4.0
CNC(=O)Oc1ccc(-c2cn3cc(C)ccc3n2)cc1,0.0,·,0.5,·,·,·,-3.5,0.4

The listing picks up, starting six compounds before the break.
SMILES	XiGFP reactiv	esBAF inh	RAD52 inh	INS-1E GSIS act	RAD54 inh	ARNT-TACC3 inh	ERAP1 inh	F508del corr
COC(=O)C1=C(c2ccc(Cl)c(C(F)(F)F)c2)C[C@@H]2CC[C@H]1N2C(=O)N1CCOCC1	0.0	2.6	-6.9	-32.0	1.7	-3.4	0.4	0.4
CCNC(=O)NNC(=O)C1CC(c2cccnc2)=NO1 (centres undefined)	0.5	-6.4	-10.9	1.5	-1.0	-3.4	-0.9	-4.0
CNC(=O)Oc1ccc(-c2cn3cc(C)ccc3n2)cc1	0.0	·	0.5	·	·	·	-3.5	0.4
Cc1ccc(N2C(=O)NC(=O)C(CCc3ccncc3)(Cc3cccc(Cl)c3Cl)C2=O)cc1 (centres undefined)	0.2	·	·	-11.2	0.8	-0.5	·	·
CC(C)C(=O)Nc1nnc(CCN(CCc2nnc(NC(=O)C(C)C)s2)[N+](=O)[O-])s1	0.0	0.7	-1.0	·	11.5	-2.5	0.9	-0.3
COC(=O)C1=C(c2ccc(-c3ccccc3)c(F)c2)C[C@@H]2CC[C@H]1N2C(=O)NCCO	0.6	1.2	-4.5	-1.3	-13.4	9.0	·	-1.9
CC/C(=N\Nc1ccccc1)c1c(O)n(C)c(=O)n(C)c1=O	0.0	·	-14.8	14.1	·	1.6	0.8	0.8
COc1ccc2c3c1OC1C(O)C=CC4C(C2)[N+](C)(C)CCC341 (centres undefined)	0.0	-4.5	-10.8	10.7	-15.1	-4.2	57.7*	0.8
COC(=O)C1=C(c2cccc(OC)c2OC)C[C@@H]2CC[C@H]1N2C(=O)N1CCC(C)CC1	0.5	10.4	-10.2	·	-4.2	·	-2.6	4.1
CCC1(CC)C(=O)N(C)C(=O)NC1=NC	0.1	·	-8.2	·	·	-6.1	-2.3	-1.1
C/C=C/c1ccc([C@H]2[C@H]3CN(C(=O)Cc4cccnc4)CCCCN3[C@H]2CO)cc1	0.0	-1.0	7.6	12.0	-7.5	-11.5	-0.2	0.0
COc1ccc(CC2c3cc(OC)c(OC)cc3CCN2C)cc1OC (centres undefined)	·	7.9	-5.9	-9.7	-4.1	1.9	3.3	-0.8
Cc1cccc(OP(N)(=O)Oc2cccc(C)c2C)c1C	0.0	2.2	-0.1	1.0	·	-8.3	4.6	1.1
Cc1cccc(C)c1NC1=NCCCCS1	·	0.9	·	14.8	7.5	1.7	·	·
CC1=C(C/C(C)=C/c2ccccc2)/C(=C/CO)[C@@H]2OC(=O)O[C@]2(C)C12CC2	0.2	·	-28.6	·	-9.9	-8.0	-4.3	1.2
Cc1cc(C=C2C(=O)NC(=O)NC2=O)c(C)n1-c1ccncc1	0.0	-2.4	-65.6	3.4	2.7	3.0	3.1	1.2
N/C(=N\[N+](=O)[O-])N1CCN(C(=O)c2ccccn2)CC1	0.0	-15.2	-12.3	6.6	3.6	-6.1	0.1	-1.5
COC(=O)C1=C(c2ccc(F)cc2F)C[C@@H]2CC[C@H]1N2C(=O)NCc1ccc(C(F)(F)F)cc1	0.1	-5.9	-0.3	-54.6	-12.3	6.2	0.8	1.8
CCC(c1nnnn1-c1ccc(OC)cc1)N1CCC2(CC1)C(=O)NCN2c1ccccc1 (centres undefined)	0.0	-11.9	-6.3	-2.5	4.5	·	·	3.7
O=C(Cc1cc(=O)[nH]c(=O)[nH]1)N1CCN(CCO)CC1	-0.2	0.1	-44.0	-4.8	2.2	-6.5	1.5	-4.4
CCOc1ccc(NC(=O)N2C[C@H]3C[C@@H](C2)c2cccc(=O)n2C3)cc1	·	-0.7	-2.8	3.1	-3.0	11.6	2.1	0.9
Nc1ccccc1C(=O)OCC(=O)Nc1ccc(Br)cc1F	·	16.5	·	-7.3	-18.2	-9.0	·	·
Cc1ccccc1NC(=NCCCN1CC1)Nc1ccccc1C	0.6	·	-4.7	·	·	-8.0	2.4	1.3
O=C(O)c1ccc(NC(=O)N2C[C@H]3C[C@@H](C2)c2cccc(=O)n2C3)cc1	·	-2.3	-1.9	0.1	5.5	-36.3	0.6	-1.8
CCc1ccc(N2C(=O)NC(=O)/C(=C\C=C\c3ccco3)C2=O)cc1	0.1	-11.9	i	-12.2	-37.6	1.9	-0.5	-4.0
Cc1cccc(N2CCC3(CC2)C(=O)NC(=O)NC3=O)c1	0.0	·	-2.4	38.8	·	0.5	0.7	-4.9
COC(=O)C1=C(c2ccccc2)C[C@@H]2CC[C@H]1N2C(=O)NCC1CC1	-0.1	-3.6	-9.4	18.0	-3.6	·	-0.1	-1.3
N=C1c2ccccc2CN1c1ncccn1	0.0	·	-6.3	-3.0	·	16.7	0.7	-3.2
COC(=O)C1=C(c2c(C)noc2C)C[C@@H]2CC[C@H]1N2C(=O)N1CCOCC1	-0.1	-4.1	-0.1	-4.3	-11.7	15.2	-5.3	0.7
CN(C)c1cc[n+](CC(O)C[n+]2ccc(N(C)C)cc2)cc1	0.0	-3.7	4.6	-10.4	-14.5	24.2	4.2	2.0
CC(NS(=O)(=O)OCC(Cl)(Cl)Cl)c1ccccc1 (centres undefined)	0.0	-8.5	-17.6	2.8	-8.4	-5.5	4.6	0.3
Cc1ccc(N)c(C(=O)c2ccccc2)c1	·	0.7	-16.6	4.7	7.1	-5.0	-4.0	-0.3
Cn1c(=O)c2c(ncn2CCCl)n(C)c1=O	·	-1.3	-10.6	12.7	-5.6	-2.9	·	-0.8
COP(=S)(OC)c1c(C)nn(CCC#N)c1NC(=O)c1ccc(Cl)cc1	0.0	-5.8	-7.3	-4.3	-1.3	12.2	-1.5	0.1
Cc1cc(NC(=O)CCl)no1	0.3	·	-15.3	10.0	·	-2.3	-1.7	0.7
CN(c1ccc(O)cc1)c1ccc([N+](=O)[O-])c2nonc12	-0.1	-9.7	-0.4	·	2.3	·	9.2	-1.0
O=C1/C(=C\c2ccncc2)N2CCC1CC2	0.0	·	8.7	3.7	-13.3	·	·	-0.8

These rows are one share of the data; count on the stated rates, not on these rows.
